ANO1 activ = mouse TMEM16A channel activation, primary screen; Q8BHY3; HEK293 TMEM16A/YFP-H148Q/I152L, iodide quench fluorescence; active compounds read low; B-score at 10 µM; 340,000 tested, 0.3% active; AID 623877;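 active = fluorescence-ratio B-score plate-corrected deviation score at least 3 library SD below zero, with starting fluorescence score within 5 deviations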;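 also: channel opened by trigger with iodide after compound preincubation; score built on the fluorescence ratio of max minus min over baseline; more negative score means more quench and so TMEM16A activation or potentiation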
HDAC3 inh = inhibitors of human histone deacetylase 3; recombinant HDAC3, fluorogenic peptide/trypsin coupled, fluorescence; inhibition, % at 8.3 µM; 320,000 tested, 0.15% active; AID 2718; in the data active = inhibition above about 26%, passing the limit was not always enough
KCNK3 inh = human KCNK3 channel inhibition, primary screen | B-score at 10 µM | CHO-KCNK3 thallium flux, FluxOR fluorescence; active compounds read low | 340,000 tested, 0.84% active | O14649;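 active = B-score under library mean minus 4 SD, starting fluorescence ratio at most library mean plus 5 SD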;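 also: more negative B-score means stronger inhibition of thallium flux through KCNK3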
Target sequence (O14649 whole entry, looked up): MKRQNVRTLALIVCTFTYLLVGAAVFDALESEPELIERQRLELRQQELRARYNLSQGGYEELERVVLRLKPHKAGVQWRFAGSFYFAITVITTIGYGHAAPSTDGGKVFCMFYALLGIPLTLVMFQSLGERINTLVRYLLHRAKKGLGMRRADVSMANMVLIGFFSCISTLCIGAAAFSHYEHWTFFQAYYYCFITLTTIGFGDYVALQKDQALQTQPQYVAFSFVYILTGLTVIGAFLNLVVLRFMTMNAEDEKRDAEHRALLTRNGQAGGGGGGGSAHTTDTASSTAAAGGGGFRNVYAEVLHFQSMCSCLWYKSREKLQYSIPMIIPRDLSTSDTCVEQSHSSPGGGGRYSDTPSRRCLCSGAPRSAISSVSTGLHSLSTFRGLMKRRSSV
KCNQ1 act = potentiates or activates the human KCNQ1 potassium channel; P51787; B-score at 10 µM; 310,000 tested, 0.35% active; CHO-K1 KCNQ1, thallium flux FluxOR fluorescence; active compounds read high;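 active = fluorescence ratio B-score, a plate-corrected score, at least three library SD, with initial intensity B-score within 5 SD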
Target sequence (P51787 whole entry, looked up): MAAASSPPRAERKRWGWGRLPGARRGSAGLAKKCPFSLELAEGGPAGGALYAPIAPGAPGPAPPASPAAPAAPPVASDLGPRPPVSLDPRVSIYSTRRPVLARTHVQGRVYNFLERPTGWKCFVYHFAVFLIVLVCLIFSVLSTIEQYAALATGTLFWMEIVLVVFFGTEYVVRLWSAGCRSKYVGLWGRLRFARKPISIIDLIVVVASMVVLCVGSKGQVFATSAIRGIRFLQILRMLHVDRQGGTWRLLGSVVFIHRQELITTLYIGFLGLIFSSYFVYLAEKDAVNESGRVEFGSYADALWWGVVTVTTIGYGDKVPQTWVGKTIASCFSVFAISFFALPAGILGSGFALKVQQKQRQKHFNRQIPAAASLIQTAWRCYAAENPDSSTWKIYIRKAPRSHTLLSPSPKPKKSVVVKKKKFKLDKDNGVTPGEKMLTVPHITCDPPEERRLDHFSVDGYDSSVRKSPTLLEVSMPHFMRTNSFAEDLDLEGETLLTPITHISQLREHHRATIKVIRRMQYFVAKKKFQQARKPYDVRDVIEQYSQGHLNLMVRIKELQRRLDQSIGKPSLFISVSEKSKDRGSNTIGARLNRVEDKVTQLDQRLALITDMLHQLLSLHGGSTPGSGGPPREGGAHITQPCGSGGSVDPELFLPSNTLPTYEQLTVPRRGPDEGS
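Medium – assay buffer, equal DMSO in all wells · Material – CHO-K1 cell line with stable KCNQ1 potassium channel expression · Signal – kinetic FluxOR thallium fluorescence, 10-s 1-Hz baseline, 110-s post-stimulus read · Compound – single concentration per compound, DMSO matched to controls · Schedule – 37 °C overnight plating, 90-min dark dye load, 20-min compound pretreatment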
KCNK9 inh = blocks the human KCNK9 two-pore domain potassium channel; Q9NPC2; HEK293 KCNK9, FluxOR thallium flux fluorescence; active compounds read low; B-score at 10 µM; 310,000 tested, 1.2% active;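 active = ratio B-score over 3 SD below the library mean, with starting fluorescence within 5 SD of its mean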;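 also: negative B-score means less thallium flux so channel inhibition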
TRPC4 act = opens the mouse TRPC4 cation channel; HEK293 TRPC4beta/mu-opioid, Fluo4 calcium fluorescence; active compounds read high; B-score at 10 µM; 310,000 tested, 0.49% active; AID 2237;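 active = B-score above 5 SD of library B-scores, and initial fluorescence ratio not above library mean plus 5 SD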;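 also: positive B-score marks a calcium rise read as TRPC4 activation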
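Assay system: HEK293 stable line with TRPC4beta plus mu-opioid receptor; schedule: 45 min room-temperature Fluo4 loading, 110 s read; technique: kinetic Fluo4 calcium fluorescence; evaluation: integrated baseline-normalised fluorescence ratio, converted to per-well B score; controls: buffer (low) and maximal DAMGO (high)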
ANO1 block = mouse TMEM16A channel inhibition, primary screen; Q8BHY3; HEK293 TMEM16A/YFP iodide influx fluorescence, ionomycin; normalized B-score (activity score, 25-100; higher = stronger inhibition) at 10 µM; 310,000 tested, 1.2% active;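 active = ratio plate-corrected score three or more library SD toward inhibition, starting fluorescence score within five deviations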;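 also: score derived from kinetic fluorescence span divided by baseline fluorescence per well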
hERG rescue = hERG (human) protection from proarrhythmic block | CHO-hERG, FluxOR thallium flux, dofetilide IC70 present | activation (rescue from dofetilide block), less the hit threshold, % at 10 µM | 310,000 tested, 0.51% active | AID 1511;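 active = activation above the mean of controls blocked by dofetilide plus 5 SD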;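 also: thallium influx through hERG after potassium depolarization seen as dye fluorescence rise; in these data hits start at about 4.7%; inactives centre near -7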
TRPC4 PAM = allosteric potentiators of mouse TRPC4 channel | AID 2227 | 310,000 tested, 0.42% active | HEK293 TRPC4beta/mu-opioid, DAMGO EC20, Fluo-4 Ca2+ flux; active compounds read high | Q9QUQ5 | B-score at 10 µM;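 active = B-score of calcium response area above 5 SD of library B-scores, with initial fluorescence ratio within 5 SD of library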;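 also: B-score of integrated fluorescence ratio over time as area under calcium response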
Dyrk1A ADPGlo = Dyrk1A (rat) kinase inhibition; Q63470; ADP-Glo luminescence, NFATc1 peptide; inhibition, % at 12.5 µM; 310,000 tested, 0.43% active; AID 504441; in the data active = inhibition above about 50%;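 also: plate controls were vehicle with enzyme for no effect and no enzyme for full effect; many of its hits are not listed in these tables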
KCNQ1 block = inhibitors of human KCNQ1 potassium channel; P51787; AID 2642; B-score at 10 µM; 310,000 tested, 1.3% active; CHO-K1 KCNQ1, FluxOR thallium flux fluorescence; active compounds read high;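 active = compounds whose thallium flux B-score, printed positive for inhibition, exceeds three library SD while starting fluorescence stays within three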;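 also: channel opened by potassium depolarization with thallium stimulus after 20 min compound exposure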
Numbers without * were called inactive; i = inactive; . = no result given.

SMILES	ANO1 activ	HDAC3 inh	KCNK3 inh	KCNQ1 act	KCNK9 inh	TRPC4 act	ANO1 block	hERG rescue	TRPC4 PAM	Dyrk1A ADPGlo	KCNQ1 block
S=c1[nH]nc(Cc2cccc3ccccc23)n1-c1ccccc1	-7.2*	3	i	i	i	i	i	-4	i	12	i
CCOC(=O)c1ccccc1NC(=O)C1CC(=O)N(C2CCCCC2)C1 (stereo not given)	i	-3	i	i	i	i	i	-6	i	3	i
Cc1cc(C(=O)OCn2nnc3ccccc3c2=O)c(C)o1	i	4	i	i	i	i	i	-13	i	-6	i
Cn1c(=O)n(C)c2cc(S(=O)(=O)NCCc3ccccc3)ccc21	i	2	i	i	i	i	i	-7	i	-3	i
CC(C)CC(OC(=O)c1ccc(Cl)nc1)C(=O)NC1CCCC1 (stereo not given)	i	1	i	i	i	i	i	0	i	6	i
CCOc1cc(CNc2ccccc2)cc(Br)c1OCc1ccc(F)cc1	i	0	-8.8*	i	i	i	i	-10	i	2	i
O=C(NCc1ccco1)c1cc2n(n1)C(C(F)(F)F)CC(c1ccc(F)cc1)N2 (stereo not given)	i	13	i	i	i	i	i	-9	i	-3	i
Cc1ccc(/C=C2\CCC(C3CCCC3)C2=O)cc1 (stereo not given)	i	4	i	i	i	i	i	-5	i	0	i
COc1ccc(S(=O)(=O)n2oc(=O)cc2-c2ccccc2)cc1OC	i	0	i	i	i	i	i	-12	i	-6	i
NC(=O)C1(c2ccccc2)CCCN1C(=O)c1ccc(Br)cc1 (stereo not given)	i	-18	i	i	i	i	i	-15	i	0	i
Cc1ccccc1OCc1nc2ccccc2c(=O)n1/N=C/c1cccc([N+](=O)[O-])c1	i	2	i	i	-8.8*	i	i	-9	i	2	i
CNC(=O)C1CCN(S(=O)(=O)c2c(C)noc2/C=C/c2cccc(C)c2)CC1	i	-6	i	i	i	i	i	-4	i	2	i
CS(=O)(=O)N1CCC(Oc2ccccc2C(=O)N2CCNC(=O)C2)CC1	i	2	i	i	i	i	i	-18	i	-2	i
O=C(NCCc1ccc(Cl)cc1Cl)c1cccnc1	i	-1	i	i	i	i	i	-9	i	-2	i
O=C(CSc1nc(-c2ccco2)cc(C(F)(F)F)n1)NC1CCCC1	i	0	i	i	i	i	i	-5	i	2	i
O=C(O)CC(NC(=O)Cc1ccccc1)c1cc([N+](=O)[O-])ccc1Cl (stereo not given)	i	9	i	i	i	i	i	-6	i	0	i
N#Cc1ccc(-n2nnc3ccccc3c2=O)c([N+](=O)[O-])c1	i	-5	i	i	i	i	i	-2	i	14	i
CCCCC(=O)NC(c1ccccc1Cl)c1c(O)ccc2ccccc12 (stereo not given)	i	2	i	i	i	i	i	-4	i	8	i
O=C(NC1CCCC1)C1CCCN(S(=O)(=O)c2cccc3cccnc23)C1 (stereo not given)	i	-4	i	i	i	i	i	-7	i	9	i
C/C(=N\Nc1nc(C(C)(C)C)cs1)c1ccc(O)cc1	i	0	i	i	i	i	i	-7	i	20	i
COc1cc(Cl)c(CN2CCCC(CO)(Cc3ccccc3F)C2)cc1OC (stereo not given)	i	7	i	i	i	i	i	-8	i	5	i
Cc1ccc(Cn2c(=O)c3c(nc4n3CCN4Cc3ccco3)n(C)c2=O)cc1	i	1	i	i	i	i	i	-4	i	2	i
O=C(OCC(=O)N1CCCCC1)c1cc2ccccc2cc1O	i	2	i	i	i	i	i	-5	i	2	i
CCCCCCOC(=O)C1=C(C)NC(=O)NC1c1ccc(O)cc1 (stereo not given)	i	6	i	i	i	i	i	-6	i	3	i
Cc1cc(C)n2nc(SCC(=O)c3cc(C)n(CC4CCCO4)c3C)nc2n1 (stereo not given)	i	1	i	i	i	i	i	-6	i	.	i
CCCC(C)NC(=O)COC(=O)c1ccc(Cl)c(S(N)(=O)=O)c1 (stereo not given)	i	-4	i	i	i	i	i	-10	i	-4	i
COc1ccc(-c2c([C@H]3[C@H]4C=CC[C@@H](C)[C@@H]4C(=O)N3Cc3ccccc3)ccc3ccccc23)cc1	i	3	i	i	i	i	i	-7	i	-8	i
O=C(Nc1cccc(Cl)c1)c1cc(N=Nc2ccc([N+](=O)[O-])cc2Cl)ccc1O	-5.7*	-1	i	i	i	i	100*	-13	i	9	7*
COc1ccc(N2CCN(CC(=O)N3N=CCC3c3ccccc3)CC2)cc1 (stereo not given)	i	-3	i	i	i	i	i	-5	i	0	i
O=C(NNc1cc(Cl)ccc1Cl)c1c(F)cccc1Cl	i	3	i	i	i	i	i	-5	i	16	i

Random excerpt: three compounds from above.
SMILES	ANO1 activ	HDAC3 inh	KCNK3 inh	KCNQ1 act	KCNK9 inh	TRPC4 act	ANO1 block	hERG rescue	TRPC4 PAM	Dyrk1A ADPGlo	KCNQ1 block
Cc1ccc(Cn2c(=O)c3c(nc4n3CCN4Cc3ccco3)n(C)c2=O)cc1	i	1	i	i	i	i	i	-4	i	2	i
COc1ccc(-c2c([C@H]3[C@H]4C=CC[C@@H](C)[C@@H]4C(=O)N3Cc3ccccc3)ccc3ccccc23)cc1	i	3	i	i	i	i	i	-7	i	-8	i
COc1cc(Cl)c(CN2CCCC(CO)(Cc3ccccc3F)C2)cc1OC (stereo not given)	i	7	i	i	i	i	i	-8	i	5	i

Following part:
SMILES	ANO1 activ	HDAC3 inh	KCNK3 inh	KCNQ1 act	KCNK9 inh	TRPC4 act	ANO1 block	hERG rescue	TRPC4 PAM	Dyrk1A ADPGlo	KCNQ1 block
CC(=O)Nc1ccc(SCCC2CCCCN2C)cc1 (stereo not given)	i	-2	i	i	i	i	i	-15	i	-6	i
CCCCCCCN1C(Nc2ccccc2)=NC[C@@H]1C	i	0	i	.	.	.	i	.	.	4	.
COc1ccc(CNC(=O)CN2c3ccccc3S(=O)(=O)c3ccccc32)cc1	i	4	i	i	i	i	i	-6	i	6	i
CCc1cc2ccc(OC)cc2nc1SCC(=O)NNC(=O)c1ccco1	i	0	i	i	i	i	i	-2	i	2	i
O=C1NC2(CCCCC2)C(=O)N1c1cccc(Cl)c1	i	3	i	i	i	i	i	-9	i	-5	i
CCn1c(CNC(=O)c2ccc3c(c2)OCO3)nnc1SCC(=O)Nc1ccccc1F	i	-1	i	i	i	i	i	-5	i	1	i
COc1ccc(OCCCn2ccnc2)cc1	i	-2	i	i	i	i	i	-9	i	2	i
C/C(Cc1ccccc1)=N\NC(=O)CNC(=O)Cc1ccc(Cl)cc1	i	-2	i	i	i	i	i	-9	i	-14	i
O=C(COC(=O)C1CC1)Nc1ncc(Cl)cc1Cl	i	-1	i	i	i	i	i	-18	i	0	i
COc1ccc(C(=O)N2CCNC(=O)C2CC(=O)Nc2cccc(Cl)c2Cl)cc1 (stereo not given)	i	0	i	i	i	i	i	-9	i	3	i
O=C(NCc1cccc(Cl)c1)C1CCC(=O)N(CC2CCCCC2)C1 (stereo not given)	i	4	i	i	i	i	i	-9	i	5	i
COc1ccc(-n2c(Cc3cc(=O)[nH]c(=O)[nH]3)nnc2SCC(=O)NC2CCCC2)cc1	i	0	i	i	i	i	i	-6	i	8	i
COc1ccc(OC)c(NC(=O)CS(=O)(=O)c2cn(CC(=O)N3CCOCC3)c3ccccc23)c1	i	-11	i	i	i	i	i	-9	i	2	i
CCc1ccccc1NC(=O)Nc1ccc2c(c1)OCO2	i	18	i	i	i	i	i	-3	i	-53	i
C=CCn1c(O)c(N=NC(=O)CNC(=O)/C=C/c2ccco2)c2ccccc21	i	13	i	i	i	i	i	-4	i	-2	i
CNC(=O)c1ncnnc1N(C)C(=O)NCc1ccccc1	i	8	i	i	i	i	i	-6	i	0	i
O/N=C(\COc1ccccc1O)c1ccccc1	i	-2	i	i	i	i	i	-12	i	12	i
Cn1c(=O)[nH]c(=O)c2c1nc(Br)n2CCCCSc1nc2ccccc2o1	i	-1	i	i	i	i	i	-12	i	0	i
COc1ccc(OC)c(C2CC(c3ccc(NS(C)(=O)=O)cc3)=NN2C(=O)c2ccccc2)c1 (stereo not given)	i	4	i	i	i	i	i	-1	i	1	i
O=C(Nc1ccccc1C(=O)NCc1ccc(Cl)cc1)c1ccco1	i	0	i	i	i	i	i	-10	i	-8	i
COc1ccc(OC)c(NC(=O)C(=O)NNC(=O)COc2ccc(Br)cc2C)c1	i	1	i	66*	i	i	i	104*	i	-3	i
O=C1CCCC(O)=C1N=Nc1c(Cl)cc(Cl)cc1Cl	i	.	i	i	i	i	i	-6	i	-4	i
N/C(COc1ccc(F)cc1)=N\NC(=O)c1cccnc1Oc1ccccc1	i	3	i	i	i	i	i	-11	i	0	i
Cc1ccc(C(=O)N2CC3(C(C)C)CN(C(=O)c4ccc(C)cc4)CC(C(C)C)(C2)C3=O)cc1	i	-3	i	i	i	i	i	-7	i	-1	i
O=C1CCC(C(=O)Nc2cccc3ccccc23)N1 (stereo not given)	i	3	i	i	i	i	i	-6	i	-3	i
COC(=O)C1=C(C)NC(=O)NC1c1ccc(-c2ccc(Cl)cc2)o1 (stereo not given)	i	45*	i	i	i	i	i	-12	i	-3	i
Cn1c(=O)[nH]c(=O)c2c1nc(N1CCCCCC1)n2CCOc1ccccc1	i	1	i	i	i	i	i	-17	i	-7	i
COC(=O)c1[nH]c2cc(OC)ccc2c1NC(=O)CN1CCN(c2cccc(C)c2)C(C)C1 (stereo not given)	i	13	i	i	i	i	i	-8	i	5	i
COc1ccc(C2=Nc3ccccc3OC2)cc1	i	12	i	i	i	i	i	1	i	-1	i
Cn1c2ccccc2c(=O)c2c(=O)n(Cc3ccco3)c(COc3ccccc3)nc21	i	4	i	i	i	i	i	-10	i	9	i
CC1Sc2ccc(S(=O)(=O)N3CCC(C(=O)Nc4ccc(Cl)cc4)CC3)cc2NC1=O (stereo not given)	i	4	i	i	i	i	25*	-21	i	-4	11*
CCCCNS(=O)(=O)c1ccc(NC(=O)c2c(-c3ccccc3Cl)noc2C)cc1	i	5	i	i	i	i	i	-9	i	-6	i
O=C(N1CCOCC1)N1CCN(C(c2ccccc2)c2ccccc2)CC1	i	0	i	i	i	i	i	-11	i	-5	i
O=S(=O)(/N=C(/c1ccccc1Cl)N1CCOCC1)c1ccccc1	i	.	i	i	i	i	i	-11	i	-1	i
CCC(C)OC(=O)C1=C(C)NC(=O)CC1c1ccccc1OC (stereo not given)	i	2	i	i	i	i	i	-7	i	-3	i
Cc1onc(-c2c(F)cccc2Cl)c1C(=O)NNC(=O)C1CCN(Cc2cccc(F)c2)CC1	i	5	i	i	i	i	i	-4	i	1	i
O=C(Nc1ccc(F)cc1)Nc1nnc(Cc2ccccc2F)s1	i	2	i	i	i	i	i	-5	i	-4	i

Only part of the results is shown, so the mix of outcomes need not match the whole.
